Screening data (PubChem)
Abeta rescue – A-beta toxicity reversal in yeast | 410,000 compounds, 0.063% hits | yeast expressing A-beta42, growth rescue, OD600, 48 h; response scale: 0% DMSO, 100% iron-clioquinol control | Potency, µM (series often up to 46.1 µM), for inactives: at the highest dose growth rescue, most hits filed as activators; further: potency means the concentration at half of the fitted maximal effect; nearly all actives have a fitted effect of over 55% in size
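Yeast A-beta toxicity model in growth medium with pinned compounds, 48 h at 30 C; growth read as absorbance at 600 nm. Normalized to FeCl3/clioquinol equimolar mix (positive) and DMSO (negative).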
TDP-43 yeast inh – TDP-43 toxicity inhibition in yeast; TDP-43 expressing yeast growth rescue, BacTiter-Glo, 24 h; Potency, µM (titrated, usually from 46.1 µM), for inactives: at the highest dose growth rescue (activation), usual class: activators; 410,000 compounds, 1.8% hits; further: potency means the concentration at half of the fitted maximal effect; % of control where 0% means no effect; nearly all actives have a fitted effect of over 50% in size
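Cell-based yeast growth screen: TDP-43 expression induced in galactose, inoculum OD600=0.02 after raffinose pregrowth to mid-log. Read-out BacTiter-Glo luminescence at 24 hr, 30 deg C; inhibition of toxicity seen as signal increase.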
PTHR1 agonist – activates the human parathyroid hormone receptor PTHR1. HEK293 GP2 PTHR1 cells, GloSensor cAMP luminescence, 1 h. Potency, µM (titrated, usually from 115 µM), without a hit: top-dose activation, hits mostly activators. 410,000 compounds, 0.075% hits. AID 743266; further: potency means the concentration at half of the fitted maximal effect; nearly all actives have a fitted effect of over 55% in size; some results filed as inactive show a strong effect at the top dose; inactives centre near -15; many of its hits are not listed in these tables
Target sequence (Q03431 whole entry, looked up): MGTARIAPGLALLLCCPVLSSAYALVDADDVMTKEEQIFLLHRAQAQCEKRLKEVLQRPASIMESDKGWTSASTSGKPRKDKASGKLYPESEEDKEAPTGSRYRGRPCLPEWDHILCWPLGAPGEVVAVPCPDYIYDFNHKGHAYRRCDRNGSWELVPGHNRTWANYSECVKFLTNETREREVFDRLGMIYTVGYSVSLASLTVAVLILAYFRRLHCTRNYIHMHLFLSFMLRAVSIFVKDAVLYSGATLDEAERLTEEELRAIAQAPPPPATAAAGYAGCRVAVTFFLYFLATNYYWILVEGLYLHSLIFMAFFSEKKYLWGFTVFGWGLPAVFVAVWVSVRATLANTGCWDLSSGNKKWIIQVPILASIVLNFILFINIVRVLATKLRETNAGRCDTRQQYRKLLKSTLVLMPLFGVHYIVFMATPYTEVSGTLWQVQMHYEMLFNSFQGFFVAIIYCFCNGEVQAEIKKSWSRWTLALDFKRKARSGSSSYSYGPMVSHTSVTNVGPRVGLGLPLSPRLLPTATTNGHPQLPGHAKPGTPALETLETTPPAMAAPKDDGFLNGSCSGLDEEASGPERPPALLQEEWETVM
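HEK-293-derived GP2 cells expressing PTHR1 and a GloSensor cAMP reporter, 3,000/well, plated overnight, given luciferin plus IBMX (each 0.5 mM as added) for 1 h at 37 °C, then compound for 1 h at 37 °C. Luminescence was read after 15 min at room temperature.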
D3 antag – D3 dopamine receptor (human) antagonism | AID 652054 | D3R cells, DiscoveRx beta-arrestin luminescence, antagonist mode; stronger effect = lower value | 360,000 compounds, 2.5% hits | max response, negative = inhibition, %; in the data active means max response below about -50%; inconclusive means no clear call, values can overlap the other calls; further: on the % scale 0 is the no-effect control and ±100 the full control effect; mostly tested at two doses, the higher about 12 µM
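Cells plated overnight at 1500 cells/well, then exposed to library compounds with dopamine controls for 90 minutes at 37 degrees C. DiscoveRx reagent added for 30–60 minutes at room temperature; luminescence read, quantitative HTS format.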
GLP1R inv ag – acts as inverse agonist at human GLP-1 receptor; P43220; HEK293 GLP-1R CRE-luciferase, luminescence, 24 h; GLP-1R form is constitutively active; Potency, µM (titrated, usually from 38.3 µM), without a hit: at the top dose activity change, negative = inhibition, actives largely listed as inhibitors; 410,000 compounds, 1.6% hits; AID 624417; further: potency means the concentration at half of the fitted maximal effect; on the % scale 0 is the no-effect control and ±100 the full control effect; nearly all actives have a fitted effect of over 55% in size
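GLP-1R inverse agonism mode: basal reporter luminescence in engineered HEK293 cells measured after one day of compound exposure at 37 deg C, with a 12 min room-temperature detection step.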
FUS yeast rescue – rescues growth of FUS-expressing yeast. S. cerevisiae FUS-expressing, growth rescue, OD600, 24 h. Potency, µM (top dose mostly 76.6 µM), for the others: at the top dose growth rescue (activation), usual class: activators. 390,000 compounds, 0.24% hits. AID 1347120;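 further: potency means the concentration at half of the fitted maximal effect; plate controls were DMSO vehicle for no effect and reference control for full effect; nearly all actives have a fitted effect of over 55% in size; some results filed as inactive show a strong effect at the top dose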
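Toxicity suppression screen in FUS-yeast. Cells induced with 2% galactose, starting OD 0.005, treated 24hr at 30C with compounds at multiple final concentrations; growth by OD600.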
GLP1R ag – agonists of human GLP-1 receptor; P43220; HEK293 GLP-1R CRE-luciferase, luminescence, 4-6 h; cells express a hypersensitive GLP-1R form; Potency, µM (highest dose often 45.6 µM), for the others: at the top dose activation, usual class: activators; 380,000 compounds, 0.007% hits; AID 624172; further: potency means the concentration at half of the fitted maximal effect; % of control where 0% means no effect
aSyn rescue – rescues yeast growth from alpha-synuclein toxicity; 370,000 compounds, 0.14% hits; Potency, µM (top dose mostly 46.1 µM), without a hit: at the highest dose growth rescue (activation), most hits filed as activators; Yeast expressing alpha-synuclein, growth rescue, BacTiter-Glo, 24 h; further: potency means the concentration at half of the fitted maximal effect; % of control where 0% means no effect; nearly all actives have a fitted effect of over 65% in size
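Rescue of yeast growth: cells expressing toxic alpha-synuclein, induced in galactose at OD600 0.02, incubated with compound 24 h at 30 C. ATP luminescence quantified growth; inhibitors of toxicity appear as activators.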
pAkt inh – Akt phosphorylation inhibition | activity change, % for hits at 50 µM | 360,000 compounds, 0.32% hits | Neuro2A IGF-stimulated pAkt S473 HTRF, 20 min; stronger effect = lower value; in the data active means activity change below about -80%; inconclusive means mostly about -51% to -80%; further: on the % scale 0 is the no-effect control and ±100 the full control effect
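Neuro2A cells (4,500/well, DMEM with 0.5% FBS) were treated with compound at a single 50 µM final concentration, stimulated with 6 nM IGF for 20 min at 37 °C, and lysed. Phospho-Akt Ser473 was read by HTRF as 665/615 ratio ×10^4.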
The depositor's hits bear a star; i = inactive; u = inconclusive; x = not tested or not shown; [ ] = dose if it differs, or a comment. Unless noted, the call rests on the fitted dose curve; in most records, active means well fitted curve in the direction sought with a large enough effect; inconclusive means small, poorly fitted or top-dose-only effect, or another doubt; inactive means no such curve, though single readings can be large; an effect the other way counts as inactive or inconclusive. This is a subset; count on the stated rates, not on these rows.

SMILES	Abeta rescue	TDP-43 yeast inh	PTHR1 agonist	D3 antag	GLP1R inv ag	FUS yeast rescue	GLP1R ag	aSyn rescue	pAkt inh
COc1cc(/C=C/C(=O)C2C(=O)C=C(C)OC2=O)cc(OC)c1O (configuration not stated)	-24.4%	14.1%	-94.1%[inhibitor]	8.5	48.4%[activator]	u	12.5%	12.2%	i
CC(/C=N/NC(=O)C(O)c1ccccc1)=C\c1ccccc1 (configuration not stated)	4.2%	-21.3%	i	-23.2	27.6%	6.1%	-1.8%	1.3%	i
COc1cc(OC)c(-c2noc(C(=O)OC(C)(C)C)c2C(=O)OC(C)(C)C)c(OC)c1	2.9%	-1.3%	i	-12.6	0.4%	x	2.9%	1.5%	i
COc1ccc(N2CCN(C(=O)CCc3c(C)nc4cc(-c5ccc(OC)cc5OC)nn4c3C)CC2)cc1	-18.3%	0.5%	11.4%	x	2.5%	-12.6%	0.3%	x	x
CC1(C)OC(=O)C2=C(C[C@@H](C3CC3)O[C@H]2CCc2cccc(Cl)c2)O1	-5.4%	20.1%	-25.9%	12.7	u	3.5%	-1.2%	10.7%	i
Cc1ccc(C)c(N2CCN(c3c(CN4CCCC4)c(=O)oc4ccccc34)CC2)c1	-3.8%	9.9%	1.3%	x	-0.4%	-22.0%	x	x	x
COc1ccccc1CNC(=O)C1CCN(S(=O)(=O)c2cccc3nonc23)CC1	-4.1%	0.0%	i	-7.8	6.7%	10.4%	4.2%	0.0%	i
CC(C)CCC(=O)N1CCC(N2CCC(C(=O)NCc3ccccn3)CC2)CC1	1.6%	11.3%	-19.0%	19.9	4.9%	-3.6%	5.4%	-1.6%	i
Cc1cc2cc3c(C)cc(=O)oc3c(C)c2o1	9.8%	25.2%	-23.2%	10.5	43.3%[activator]	5.8%	13.2%	0.7%	i
c1ccc(-c2nnc3nc(N4CCCCC4)nc(N4CCCCC4)n23)cc1	-19.0%	7.3%	i	21.5	29.7%	x	1.1%	-12.2%	i
COCc1nnc(N)s1	13.9%	-2.7%	i	u	14.0%	-19.2%	-22.6%	2.5%	x
Cc1ccc(Sc2cc(C)nc(-c3ccccn3)n2)cc1	-90.3%[inhibitor]	-6.4%	-7.3%	-24.8	u	15.0%	18.7%	-23.8%	i

Structures above that contain a carbonyl joined to an NH by a bond outside any ring:
SMILES	Abeta rescue	TDP-43 yeast inh	PTHR1 agonist	D3 antag	GLP1R inv ag	FUS yeast rescue	GLP1R ag	aSyn rescue	pAkt inh
CC(/C=N/NC(=O)C(O)c1ccccc1)=C\c1ccccc1 (configuration not stated)	4.2%	-21.3%	i	-23.2	27.6%	6.1%	-1.8%	1.3%	i
COc1ccccc1CNC(=O)C1CCN(S(=O)(=O)c2cccc3nonc23)CC1	-4.1%	0.0%	i	-7.8	6.7%	10.4%	4.2%	0.0%	i
CC(C)CCC(=O)N1CCC(N2CCC(C(=O)NCc3ccccn3)CC2)CC1	1.6%	11.3%	-19.0%	19.9	4.9%	-3.6%	5.4%	-1.6%	i

Following part:
SMILES	Abeta rescue	TDP-43 yeast inh	PTHR1 agonist	D3 antag	GLP1R inv ag	FUS yeast rescue	GLP1R ag	aSyn rescue	pAkt inh
Brc1ccc(OCCCCCN2CCOCC2)cc1	-5.2%	4.8%	-23.4%	-13.4	u	-4.9%	4.7%	7.8%	i
CCOc1ccc(CCNC(=O)C(C)n2nc(C)c3c(C)n(-c4ccccc4)nc3c2=O)cc1 (configuration not stated)	3.4%	5.6%	i	14.3	-44.6%	0.4%	7.0%	5.8%	i
COc1ccc(-n2nnnc2SCC(=O)c2ccc(OC)c(OC)c2)cc1	25.8%	-1.5%	-2.5%[57.5 µM]	13.1	4.8%	29.8%	25.3%	-1.3%	i
CN(C(=O)c1ccc(NC(=O)Cc2ccc(NC(=O)C3CCN(C(=O)C4CC4)CC3)cc2)cc1)C1CCCC1	0.1%	12.1%	u	-24.1	-2.8%	17.2%	-4.7%	4.4%	i
Cc1cccc(CCNC(=O)CCS(=O)(=O)c2ccc3nc(C)sc3c2)c1	13.1%	8.3%	-14.6%	13.7	-11.0%	-20.3%	2.9%	-1.1%	i
CCn1ncc(Br)c1C(=O)Nc1cccc(C(C)=O)c1	-13.4%	-10.9%	1.8%	3.9	17.5%	6.4%	16.7%	2.0%	i
O=C(Nc1ccccc1Cl)c1cc(C2CCCN(C(=O)CCCc3ccccc3)C2)on1 (configuration not stated)	-3.9%	u	-12.0%	-17.9	-26.8%	37.2%	4.0%	25.0%	i
CCn1c(=O)c2cc(C(=O)Nc3cc(F)ccc3F)sc2c2ccccc21	-9.9%	-26.9%	20.1%	x	2.2%	-14.7%	-2.3%	x	x
O=C1CN(CC(=O)N2CCCCC2)c2ccccc2O1	-28.8%	-4.5%	-1.4%	0.0	0.0%	x	13.4%	-7.8%	i
CC(C)CN1CCN(Cc2nc(C(C)C)cs2)CC1CCO (configuration not stated)	-20.3%	-24.2%	-42.4%[inhibitor]	-4.9	17.6%	0.4%	1.9%	-2.4%	i
CCN(CC)CCn1c(NCc2cc(OC)ccc2OC)nc2ccccc21	5.0%	-0.4%	i	-87.8*	u	11.8%	-0.1%	-10.4%	i
O=C(Cc1ccccc1)Nc1ccc(NC(=O)c2ccco2)cc1	-2.5%	-25.4%	i	-6.4	-9.7%	9.2%	7.4%	-1.7%	i
O=C(NNC(=O)c1cccc2ccccc12)c1ccc(-c2ccccc2)cc1	4.2%	9.8%	-28.7%	26.9	5.3%	x	-24.3%	-0.5%	i

Reformatted: results already given
> CCn1ncc(Br)c1C(=O)Nc1cccc(C(C)=O)c1
  Abeta rescue: -13.4%; TDP-43 yeast inh: -10.9%; PTHR1 agonist: 1.8%; D3 antag: 3.9; GLP1R inv ag: 17.5%; FUS yeast rescue: 6.4%; GLP1R ag: 16.7%; aSyn rescue: 2.0%; pAkt inh: i

> O=C(Nc1ccccc1Cl)c1cc(C2CCCN(C(=O)CCCc3ccccc3)C2)on1 (configuration not stated)
  Abeta rescue: -3.9%; TDP-43 yeast inh: u; PTHR1 agonist: -12.0%; D3 antag: -17.9; GLP1R inv ag: -26.8%; FUS yeast rescue: 37.2%; GLP1R ag: 4.0%; aSyn rescue: 25.0%; pAkt inh: i
